Compound activity: PubChem, National Center for Advancing Translational Sciences (NCATS)
GPT2 inh: GPT2 alanine aminotransferase inhibition; hit rate 0.25% among 100,000; Potency, µM (titrated, usually from 57.7 µM), for the others: at the highest dose activity change, negative = inhibition, hits mostly inhibitors; AID 1671188; Recombinant GPT2, coupled pyruvate oxidase/HRP Amplex Red fluorescence; further: potency means the concentration at half of the fitted maximal effect; nearly all actives have a fitted effect of over 60% in size; many of its hits are not listed in these tables
Target sequence (Q8TD30 whole entry, looked up): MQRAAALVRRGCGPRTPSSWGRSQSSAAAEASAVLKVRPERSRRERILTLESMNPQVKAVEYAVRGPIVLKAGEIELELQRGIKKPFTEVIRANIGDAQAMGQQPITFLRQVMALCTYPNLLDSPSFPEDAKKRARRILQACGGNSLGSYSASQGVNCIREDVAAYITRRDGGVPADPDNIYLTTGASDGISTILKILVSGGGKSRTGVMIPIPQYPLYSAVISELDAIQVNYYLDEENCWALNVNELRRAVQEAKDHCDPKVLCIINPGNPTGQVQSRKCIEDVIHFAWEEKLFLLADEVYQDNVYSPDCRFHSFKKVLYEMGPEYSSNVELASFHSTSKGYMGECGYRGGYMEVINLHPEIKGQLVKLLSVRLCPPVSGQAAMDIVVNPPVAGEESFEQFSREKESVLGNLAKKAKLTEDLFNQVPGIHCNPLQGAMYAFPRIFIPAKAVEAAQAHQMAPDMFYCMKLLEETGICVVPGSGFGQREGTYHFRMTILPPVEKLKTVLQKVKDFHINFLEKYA
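Fluorescence read-out: pyruvate from GPT2 turnover coupled to pyruvate oxidase, HRP and Amplex Red (0.2mM ThPP, 0.2U/mL PO and HRP, 50uM Amplex final). Substrates 250uM a-KG, 2mM L-alanine; enzyme 10ng/uL; 30 min RT.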
SNCA expr inh: SNCA gene expression inhibition. Potency, µM (highest dose often 57.2 µM), for the others: at the highest dose activity change, negative = inhibition, actives largely listed as inhibitors. hit rate 0.17% among 140,000. AID 1671194. HEK-293 SNCA-luciferase knock-in, luminescence, 24 h;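 further: potency means the concentration at half of the fitted maximal effect; plate controls were DMSO cells for no effect and cell-free wells for full effect; nearly all actives have a fitted effect of over 45% in size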
FLuc inh: blocks purified firefly luciferase enzyme activity; P08659; purified P. pyralis luciferase, luminescence, biochemical; Potency, µM (top dose mostly 115 µM), for the others: at the top dose activity change, negative = inhibition, usual class: inhibitors; hit rate 2.5% among 76,000; AID 1347043; further: potency means the concentration at half of the fitted maximal effect; nearly all actives have a fitted effect of over 65% in size
Target sequence (P08659 whole entry, looked up): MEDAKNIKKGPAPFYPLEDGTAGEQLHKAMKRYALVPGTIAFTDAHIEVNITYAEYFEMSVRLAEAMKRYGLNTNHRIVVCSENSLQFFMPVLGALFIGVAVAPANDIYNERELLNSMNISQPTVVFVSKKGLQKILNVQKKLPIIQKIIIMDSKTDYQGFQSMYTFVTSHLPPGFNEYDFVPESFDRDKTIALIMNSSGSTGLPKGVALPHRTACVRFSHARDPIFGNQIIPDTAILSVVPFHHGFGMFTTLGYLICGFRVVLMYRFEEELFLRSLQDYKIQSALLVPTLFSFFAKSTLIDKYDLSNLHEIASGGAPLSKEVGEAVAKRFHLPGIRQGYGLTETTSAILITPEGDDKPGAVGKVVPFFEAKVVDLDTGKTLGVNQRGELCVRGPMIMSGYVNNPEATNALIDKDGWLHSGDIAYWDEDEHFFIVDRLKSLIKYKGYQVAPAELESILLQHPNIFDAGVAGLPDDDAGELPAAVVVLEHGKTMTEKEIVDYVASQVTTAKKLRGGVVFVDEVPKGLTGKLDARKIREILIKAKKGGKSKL
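Cell-free enzyme assay, 10nM P. pyralis luciferase, luciferin and ATP each at 10uM. Inhibition profiled over a 6-point titration, read as luminescence.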
IP6K1 inh: IP6K1 kinase inhibition. hit rate 0.81% among 140,000. activity change, % (series mostly up to about 58 µM). Q92551. IP6K1 kinase, ADP-Glo luminescence, 2 h; stronger effect = lower value; in the data active means activity change below about -25%
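ADP-Glo luminescence measures ADP made by human IP6K1 during a 2 h RT reaction with ATP/IP6 (mix at 1.3 mM/130 uM); top library doses 57.5 and 19.1 uM final.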
NIH3T3 tox: NIH 3T3 cell cytotoxicity; NIH 3T3 viability, CellTiter-Glo ATP luminescence, 48-72 h; Potency, µM (highest dose often 96.7 µM), without a hit: at the highest dose activity change, negative = cytotoxicity, most hits filed as inhibitors; hit rate 4.3% among 94,000; AID 1345082; further: potency means the concentration at half of the fitted maximal effect; nearly all actives have a fitted effect of over 55% in size
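NIH 3T3 cells at 400 cells/well received 23 nL of compound by pintool and were incubated 48 or 72 h at 37 °C. Viability was read as ATP-coupled CellTiter-Glo luminescence.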
SNCA viab count: cell viability loss counter-screen; HEK-293-SNCA-luc viability, GF-AFC fluorescence, 24 h; hit rate 0.12% among 150,000; Potency, µM (highest dose often 57.1 µM), without a hit: at the highest dose activity change, negative = cytotoxicity, most hits filed as cytotoxic; AID 1671193;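 further: potency means the concentration at half of the fitted maximal effect; 0% = DMSO-treated cells and -100% = medium-only wells without cells; nearly all actives have a fitted effect of over 30% in size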
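HEK-293-SNCA-luc cells (1500/well) plated 24 h, then exposed 24 h to a dilution series; GF-AFC added 30 min at 37C, fluorescence 405/540 nm; normalised to medium-only and DMSO wells, Hill fit.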
HEK293 tox: kills HEK 293 cells | Potency, µM (titrated, usually from 115 µM), without a hit: at the top dose activity change, negative = cytotoxicity, actives largely listed as inhibitors | HEK 293 viability, ATP luminescence (CellTiter-Glo), 48-72 h | hit rate 6.6% among 94,000 | AID 1345083; further: potency means the concentration at half of the fitted maximal effect; nearly all actives have a fitted effect of over 60% in size
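qHTS cytotoxicity; HEK 293, 250 cells/well; compound pinned; 48 or 72 hr, 37 degree Celsius, 5% CO2, 95% humidity; CellTiter-Glo, 10 min RT; luminescence (ATP).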
Active calls of the source: *; [ ] = dose if it differs, or a comment. Unless noted, the call rests on the fitted dose curve; in most records, active means well fitted curve in the direction sought with a large enough effect; inconclusive means small, poorly fitted or top-dose-only effect, or another doubt; inactive means no such curve, though single readings can be large; an effect the other way counts as inactive or inconclusive. Unless noted, on the % scale 0 is the no-effect control and ±100 the full control effect. Rows are unselected; overall some 7.8% were active at least once.

Preview:
For O=C(C[C@@H]1CCNC[C@@H]1Cc1cc(COc2ccccc2)on1)Nc1ccccc1 the results were GPT2 inh 5%[88.5 µM], SNCA expr inh inconclusive, FLuc inh -13%[172 µM], IP6K1 inh 3, NIH3T3 tox 32µM*, SNCA viab count inconclusive and HEK293 tox 40µM*.
For CC(C)C(=O)N1CCC2(CC1)CC(C(=O)N1CCOCC1)N(C)C2 (centres undefined) the results were GPT2 inh inactive, SNCA expr inh -18%, IP6K1 inh -1, NIH3T3 tox -16%, SNCA viab count 11% and HEK293 tox -2%.
Screening CC(C)(C)c1ccc(/C=C/C(=O)Nc2ccc3c(c2)OCCO3)cc1 returned GPT2 inh -2%, SNCA expr inh -1% and SNCA viab count -13%.
Screening COCCN1C(=O)CS(=O)(=O)C12CCN(C(=O)COc1ccccc1)CC2 returned GPT2 inh inactive, SNCA expr inh -8%, FLuc inh 4%, IP6K1 inh 1, NIH3T3 tox 0%, SNCA viab count 1% and HEK293 tox -6%.

This part in full, from the first entry:
For O=C(C[C@@H]1CCNC[C@@H]1Cc1cc(COc2ccccc2)on1)Nc1ccccc1 the results were GPT2 inh 5%[88.5 µM], SNCA expr inh inconclusive, FLuc inh -13%[172 µM], IP6K1 inh 3, NIH3T3 tox 32µM*, SNCA viab count inconclusive and HEK293 tox 40µM*.
For CC(C)C(=O)N1CCC2(CC1)CC(C(=O)N1CCOCC1)N(C)C2 (centres undefined) the results were GPT2 inh inactive, SNCA expr inh -18%, IP6K1 inh -1, NIH3T3 tox -16%, SNCA viab count 11% and HEK293 tox -2%.
Screening CC(C)(C)c1ccc(/C=C/C(=O)Nc2ccc3c(c2)OCCO3)cc1 returned GPT2 inh -2%, SNCA expr inh -1% and SNCA viab count -13%.
Screening COCCN1C(=O)CS(=O)(=O)C12CCN(C(=O)COc1ccccc1)CC2 returned GPT2 inh inactive, SNCA expr inh -8%, FLuc inh 4%, IP6K1 inh 1, NIH3T3 tox 0%, SNCA viab count 1% and HEK293 tox -6%.
For FC(F)(F)c1ccccc1-c1cc(-c2cccnc2)c2cncn2c1 the results were GPT2 inh 2%[88.5 µM], SNCA expr inh inconclusive, FLuc inh 11%[172 µM], IP6K1 inh -11, NIH3T3 tox 45µM*, SNCA viab count 1%[87.6 µM] and HEK293 tox 63µM*.
Cc1cc(Cl)ccc1Nc1ncnc2onc(C)c12 was read as SNCA expr inh -14%, IP6K1 inh -10 and SNCA viab count 0%.
Screening COc1cccc(C(=O)N(C)Cc2ccc(-c3ccccc3)cc2)c1 returned GPT2 inh -2%[88.5 µM], SNCA expr inh -3%[87.6 µM], FLuc inh -8%[172 µM], IP6K1 inh -8, NIH3T3 tox inconclusive, SNCA viab count -3%[87.6 µM] and HEK293 tox 71µM*.
For CCOc1ccccc1C(=O)NC1(C(F)(F)F)NC(=O)N(CCc2ccc(OC)c(OC)c2)C1=O (centres undefined) the results were SNCA expr inh 10%, IP6K1 inh 7 and SNCA viab count -24%.
Cn1nc(C2CCN(C(=O)c3ccc(F)cc3)CC2)n(Cc2ccccc2)c1=O was read as GPT2 inh -11%, SNCA expr inh 22%, IP6K1 inh -5, NIH3T3 tox inconclusive, SNCA viab count -12% and HEK293 tox -21%.
COc1ccc(-c2cc(C(C)=O)c(C)n2CCC(=O)NCc2ccc(C)cc2)cc1 was read as SNCA expr inh -2%, IP6K1 inh 7 and SNCA viab count -9%.
Screening Cc1nc2c(-c3ccc(F)cc3)c(C)nn2c(C)c1CCC(=O)N1CCN(c2ccc(F)cc2)CC1 returned SNCA expr inh 18%, IP6K1 inh 5 and SNCA viab count 7%.
Screening CCc1ccccc1NC(=O)Nc1nnc(N(C)Cc2ccccc2)s1 returned SNCA expr inh -26%, IP6K1 inh -3 and SNCA viab count -13%.
COc1ccccc1NC(=O)c1cc(=O)c2ccc(C)c(C)c2o1 was read as SNCA expr inh 22%, IP6K1 inh -16 and SNCA viab count -7%.
For Cc1ccc(Cl)cc1N1CCN(CCCNC(=O)Cn2ncc3c([nH]c4ccccc43)c2=O)CC1 the results were SNCA expr inh 12%, IP6K1 inh -8 and SNCA viab count 6%.
Cn1c([N+](=O)[O-])cnc1COC(N)=O was read as GPT2 inh -22%, SNCA expr inh -52%[25.6 µM], IP6K1 inh 1 and SNCA viab count 45%[23.9 µM].
For COc1cccc(-c2ccc(CN3CCCC(NC(=O)Nc4ccccc4)C3)cc2)c1 (centres undefined) the results were GPT2 inh -7%, SNCA expr inh 20%, IP6K1 inh -1, NIH3T3 tox 22µM*, SNCA viab count -5% and HEK293 tox inconclusive.
For OCc1cc(C(O)CNCCCCCCOCCCCc2ccccc2)ccc1O (centres undefined) the results were GPT2 inh inconclusive, SNCA expr inh -2%, IP6K1 inh -9 and SNCA viab count inconclusive.
`O=[S+]([O-])(Nc1ccccc1)c1ccc2c(c1)OCCN(Cc1ccncc1F)C2` gave GPT2 inh -10%[88.5 µM], SNCA expr inh -9%[87.6 µM], FLuc inh 2%[172 µM], IP6K1 inh -4, NIH3T3 tox inconclusive, SNCA viab count -5%[87.6 µM] and HEK293 tox inconclusive.
For Cc1cc(NCCc2cnccn2)nc(-c2ccccc2O)n1 the results were GPT2 inh -18%, SNCA expr inh 233%[activator], FLuc inh 10µM*, IP6K1 inh 12, NIH3T3 tox inconclusive, SNCA viab count -13% and HEK293 tox inconclusive.
Screening COc1ccccc1CNC(=O)[C@@H](C)C1CC[C@@]2(C)CC[C@H](NC(=O)C3CCCCC3)[C@@H](C)[C@@H]2[C@H]1O (some centres undefined) returned GPT2 inh -28%, SNCA expr inh -22%, FLuc inh 6%, IP6K1 inh 0, NIH3T3 tox inconclusive, SNCA viab count -1% and HEK293 tox inconclusive.
`Cc1cccc2c1nc1n2[C@@H](CNC2CCOCC2)COC1` gave GPT2 inh -7%[88.5 µM], SNCA expr inh 0%[87.6 µM], FLuc inh 15%[172 µM], IP6K1 inh -3, NIH3T3 tox -12%[138 µM], SNCA viab count 1%[87.6 µM] and HEK293 tox -6%[172 µM].
`CCc1nc2cc(N3CCCC(C(=O)O)C3)cnc2nc1CC` (centres undefined) gave GPT2 inh inactive, SNCA expr inh inconclusive, FLuc inh -16%, IP6K1 inh -2, NIH3T3 tox -5%, SNCA viab count 12% and HEK293 tox 9%.
For CC(=O)c1cc(-c2ccccc2)n(CCC(=O)Nc2ccc(C(C)C)cc2)c1C the results were SNCA expr inh inconclusive, IP6K1 inh 31 and SNCA viab count inconclusive.
For COc1cc(C(=O)N2CCc3c([nH]c4ccccc34)C2c2ccccc2)cc(OC)c1OC (centres undefined) the results were SNCA expr inh inconclusive, IP6K1 inh -7 and SNCA viab count -13%.
O=C(NCc1cccc(F)c1)c1ccc2nc(N3CCCCC3)sc2c1 was read as SNCA expr inh 136%[activator], IP6K1 inh 6 and SNCA viab count -14%.
For O=C(CN1C(=O)CCSc2ccc(S(=O)(=O)N3CCCC3)cc21)Nc1ccccc1 the results were SNCA expr inh -3%, IP6K1 inh 14 and SNCA viab count -5%.
For O=C(Cn1nc(N2CCN(c3ccccc3)CC2)ccc1=O)Nc1ccc(F)cc1F the results were SNCA expr inh 19%, IP6K1 inh 26 and SNCA viab count -1%.
Screening COc1ccc(-c2ccnc(-c3nnc(C)n3C3CCN(C)CC3)c2)cc1OC returned GPT2 inh -13%[88.5 µM], SNCA expr inh 67%[activator][87.6 µM], FLuc inh -2%[172 µM], IP6K1 inh -7, NIH3T3 tox inconclusive, SNCA viab count -4%[87.6 µM] and HEK293 tox inactive.
For CC(=O)c1ccc(NC(=O)c2cc3sccc3n2Cc2ccc(F)cc2)cc1 the results were SNCA expr inh -15%, IP6K1 inh -6 and SNCA viab count -4%.
Cc1noc([C@@H]2CN(Cc3cc(F)cc(F)c3)C[C@H]2CO)n1 was read as GPT2 inh inactive, SNCA expr inh 26%, FLuc inh 0%, IP6K1 inh -8, NIH3T3 tox -15%, SNCA viab count -12% and HEK293 tox -3%.
`CCN1c2cc(C(=O)Nc3ccc(Cl)c(C)c3)ccc2C(=O)N2CCCCCC21` (centres undefined) gave GPT2 inh 2%, SNCA expr inh -33%, FLuc inh -9%, IP6K1 inh 14, NIH3T3 tox inconclusive, SNCA viab count 13%[12.5 µM] and HEK293 tox inconclusive.
Cc1cc(C)c(S(=O)(=O)n2cc(C)cc2C)c(C)c1 was read as GPT2 inh -9%, IP6K1 inh 16 and SNCA viab count -10%.
Screening O=C(CC1CCN(C(=O)C2CCC2)C1)NC1CC1 (centres undefined) returned GPT2 inh -16%, SNCA expr inh 35%[activator], FLuc inh -16%, IP6K1 inh -7, NIH3T3 tox -29%, SNCA viab count -4%[12.5 µM] and HEK293 tox 1%.
Screening COc1ccc(NC(=O)c2ccc(-c3ccc(-c4noc(C)n4)cc3C)cc2)cc1N1CCN(C)CC1 returned GPT2 inh inactive, SNCA expr inh 9% and SNCA viab count 4%.
`O=C(CSc1nccn1Cc1ccccc1)Nc1nc2ccccc2s1` gave SNCA expr inh 83%[activator], IP6K1 inh 12 and SNCA viab count 16%.
`CC(C)(CO)CNC(=O)c1cnc2c(c1)N([S+](=O)([O-])c1cccnc1)CCC2` gave GPT2 inh -6%[88.5 µM], SNCA expr inh 15%[87.6 µM], FLuc inh 0%[172 µM], IP6K1 inh 21, NIH3T3 tox inconclusive, SNCA viab count -1%[87.6 µM] and HEK293 tox inactive.
`Cc1nn(C(=O)CCC(=O)N2CCC(Cc3nc(C4CCOCC4)no3)CC2)c2ccccc12` gave GPT2 inh 5%, SNCA expr inh -22%, FLuc inh 0%, IP6K1 inh 0, NIH3T3 tox -20%, SNCA viab count 3% and HEK293 tox inconclusive.
Cc1cn2nnc(C(=O)NCC(C)c3ccccc3)c2c(=O)[nH]1 (centres undefined) was read as GPT2 inh inactive, SNCA expr inh 21%, FLuc inh 5%, IP6K1 inh 14, NIH3T3 tox inconclusive, SNCA viab count 11% and HEK293 tox 3%.
Cc1noc(C)c1-c1nccc2c(=O)cc(N(C)c3ccccc3)oc12 was read as GPT2 inh -1%[88.5 µM], SNCA expr inh -24%[87.6 µM], FLuc inh 1%[172 µM], IP6K1 inh -11, NIH3T3 tox inconclusive, SNCA viab count 9%[87.6 µM] and HEK293 tox inactive.
For COc1cccc(CN2CC3(C2)C(=O)N(CCCN2CCCC2=O)C(=O)[C@@H]2C[C@@H](O)CN23)c1 the results were GPT2 inh -5%, SNCA expr inh -16%, FLuc inh 1%, IP6K1 inh -3, NIH3T3 tox 4%, SNCA viab count -3% and HEK293 tox inactive.
`CN1CCc2c([nH]c3ccccc23)C12CCN(C(=O)c1ccsc1)CC2` gave GPT2 inh inactive, SNCA expr inh 31%[activator], FLuc inh -7%, IP6K1 inh -3, NIH3T3 tox inconclusive, SNCA viab count 1%[12.5 µM] and HEK293 tox 40µM*.
